High-throughput results from PubChem BioAssay.
OX1R antag-1: antagonists of human orexin 1 receptor (OX1R); O43613; OX1R-expressing cells, FRET antagonist read-out; inhibition, % at 6.6 µM; 1.8% of 330,000 active; AID 485270; in the data active means inhibition mostly above about 38%, no sharp cut-off; inactive means mostly below about 40%;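 further: 0% = agonist challenge alone and 100% = reference antagonist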
Target sequence (O43613 whole entry, looked up): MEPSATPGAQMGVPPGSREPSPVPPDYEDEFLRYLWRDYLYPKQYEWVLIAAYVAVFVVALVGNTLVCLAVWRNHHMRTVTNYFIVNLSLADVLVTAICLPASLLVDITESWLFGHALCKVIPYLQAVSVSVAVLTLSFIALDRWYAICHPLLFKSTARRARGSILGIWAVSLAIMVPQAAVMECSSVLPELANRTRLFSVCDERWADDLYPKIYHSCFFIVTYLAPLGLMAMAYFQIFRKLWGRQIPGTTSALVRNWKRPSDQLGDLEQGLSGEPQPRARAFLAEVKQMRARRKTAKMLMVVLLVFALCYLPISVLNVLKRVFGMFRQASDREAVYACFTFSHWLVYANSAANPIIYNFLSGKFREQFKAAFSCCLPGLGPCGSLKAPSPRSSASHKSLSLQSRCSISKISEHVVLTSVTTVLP
OX1R antag-2: blocks the human orexin 1 receptor; O43613; CHO/OX1R cells, Fluo-8 calcium fluorescence, orexin A; inhibition, % at 5 µM; 0.43% of 330,000 active; AID 434989;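 active means inhibition above its plate's threshold, mean inhibition of all tested compounds on the plate plus 3 SD, cut at about 37% in these data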;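 further: 0% = orexin A challenge wells and 100% = SB-334867-A antagonist wells; not every result past the cut was called active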
STK33 inh: inhibitors of human STK33 kinase; Q9BYT3; purified STK33, MBP phosphorylation, ADP-Glo luminescence; inhibition, % at 10 µM; 0.073% of 320,000 active; AID 2661;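 active means inhibition at or above 25%, using the most active replicate where run in duplicate; inactive means inhibition below 25%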
Target sequence (Q9BYT3 whole entry, looked up): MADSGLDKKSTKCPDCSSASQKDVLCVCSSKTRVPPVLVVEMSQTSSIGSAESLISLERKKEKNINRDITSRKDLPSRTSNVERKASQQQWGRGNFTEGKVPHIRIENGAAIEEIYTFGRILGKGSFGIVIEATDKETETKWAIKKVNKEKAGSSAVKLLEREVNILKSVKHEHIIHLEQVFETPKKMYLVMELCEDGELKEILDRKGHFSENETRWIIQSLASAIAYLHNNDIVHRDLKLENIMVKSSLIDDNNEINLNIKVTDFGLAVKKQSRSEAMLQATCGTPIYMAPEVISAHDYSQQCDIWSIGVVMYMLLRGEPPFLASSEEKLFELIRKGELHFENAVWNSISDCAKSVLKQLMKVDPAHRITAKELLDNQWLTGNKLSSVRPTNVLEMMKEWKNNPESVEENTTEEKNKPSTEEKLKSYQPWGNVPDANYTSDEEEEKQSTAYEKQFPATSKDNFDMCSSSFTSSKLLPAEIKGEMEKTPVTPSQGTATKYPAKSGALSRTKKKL
Starred values were filed as active, the others as inactive; . = not tested or not shown.

| canonical_smiles | OX1R antag-1 | OX1R antag-2 | STK33 inh |
| --- | --- | --- | --- |
| S=C(Nc1ccc(Br)cc1)N1CCN(c2ccccn2)CC1 | -9 | -22 | -1.4 |
| CC(=O)C1=C(O)C(=O)N(c2ccc(F)cc2)C1c1ccc(C)cc1 (stereo not given) | 6 | -9 | -2.1 |
| CN(CCCC(=O)Nc1ccncc1)S(=O)(=O)c1ccc(Cl)cc1 | 24 | 13 | -0.5 |
| CCOc1ccc(C)cc1S(=O)(=O)NC1CCCCC1 | 11 | -9 | 0.1 |
| c1ccc(CCN(Cc2ccccc2)Cc2nc(C3CC3)no2)cc1 | 14 | -49 | -0.6 |
| COCCOC(=O)C1=C(C)NC(=O)NC1c1cc2c(cc1Br)OCO2 (stereo not given) | 7 | -31 | -0.6 |
| O=C(NC(=S)Nc1ccc2[nH]c(=O)[nH]c2c1)c1cncc(Br)c1 | 23 | -14 | 0.4 |
| Cc1cccc(C(=O)Nc2ccc(N3CCN(C(=O)c4ccco4)CC3)cc2)c1 | 14 | -21 | 1.3 |

In the list so far, these have four or more nitrogen atoms.
| canonical_smiles | OX1R antag-1 | OX1R antag-2 | STK33 inh |
| --- | --- | --- | --- |
| S=C(Nc1ccc(Br)cc1)N1CCN(c2ccccn2)CC1 | -9 | -22 | -1.4 |
| O=C(NC(=S)Nc1ccc2[nH]c(=O)[nH]c2c1)c1cncc(Br)c1 | 23 | -14 | 0.4 |

(next part)
| canonical_smiles | OX1R antag-1 | OX1R antag-2 | STK33 inh |
| --- | --- | --- | --- |
| Cc1ccc(C(=O)NC(=O)CSc2nncn2C)cc1 | 5 | -2 | -0.6 |
| CC(=O)c1c(C)[nH]c(C(=O)OCn2nnc3ccccc3c2=O)c1C | 23 | -28 | -0.2 |
| C=CCn1c(SCC(=O)NCCCC)nc2scc(-c3ccco3)c2c1=O | 9 | -28 | 0.3 |
| c1ccc(CN2CCC(Nc3ncnc4sccc34)CC2)cc1 | 34 | -19 | -0.6 |
| CCCCN(C(=O)c1cccc(N2C(=O)c3ccccc3C2=O)c1)c1c(N)n(CC(C)C)c(=O)[nH]c1=O | 8 | -4 | 1.8 |
| C=CCN(CC=C)C(=S)NC(=O)c1ccc(OC)cc1 | 7 | -20 | -1.4 |
| COc1ccccc1OCCCCN1CCN(c2ccccc2OC)CC1 | 22 | -30 | 0.7 |
| CCOC(=O)c1c(NC(=O)C(=O)N/N=C/c2ccccc2OC)sc2c1CCCCC2 | 9 | -23 | . |
| CCCn1ccnc1SC(C)C(=O)Nc1c(C)n(C)n(-c2ccccc2)c1=O (stereo not given) | -2 | -18 | -1.3 |
| COC(=O)c1c(-c2ccccc2)csc1NC1=NS(=O)(=O)c2ccccc21 | 6 | -19 | 0.5 |
| CCOc1ccc(CCNC(=O)COc2cc(=O)n(C)c3ccccc23)cc1OCC | 19 | -16 | -0.3 |
| O=C(NCC1CCN(Cc2ccccc2F)CC1)Nc1cccc(Br)c1 | 6 | -9 | 1.3 |
| COc1cc(C(=O)Nc2ccc3c(c2)OCCO3)ccc1-n1cnnn1 | 3 | -22 | 0.0 |
| O=C(C1CCN(S(=O)(=O)c2cccc3cccnc23)CC1)N1CCN(c2ccccn2)CC1 | 14 | -18 | -0.6 |
| Cn1cnnc1SCC(=O)NC1CCCc2ccccc21 (stereo not given) | 7 | -25 | -1.7 |
| O=C(CCCCn1c(=O)c2ccccc2n(Cc2ccccc2)c1=O)NC1CCN(Cc2ccccc2)CC1 | 14 | -23 | -0.6 |
| CN1CCN(C(=O)/C(=C/c2ccco2)NC(=O)c2ccccc2)CC1 | 4 | 10 | -1.9 |
| Cc1cc(C(=O)Nc2c(C)nn(Cc3c(Cl)cccc3Cl)c2C)no1 | 15 | -8 | -0.2 |
| CC1(C)CC(=O)c2cc(OCC(=O)O)ccc2O1 | 2 | -4 | 0.6 |
| CCOc1ccccc1NC(=O)c1cc(S(=O)(=O)N2CCOCC2)ccc1C | 23 | -18 | -0.7 |
| Oc1cccc(/C=N/N2CCCCC2)c1O | -7 | -15 | -0.3 |
| CCc1noc(C)c1C(=O)NNC(=O)c1ccccc1Cl | -3 | -13 | -1.8 |
| N#C[C@H]1C2OC2c2ccccc2N1C(=O)c1ccccc1 (stereo not given in full) | 6 | -8 | 0.2 |
| N#Cc1ccc(/C=N/N=C(N)N)cc1 | 34 | -1 | -0.4 |
| CNC(=O)Cc1csc2ccc(Cl)cc12 | 6 | -20 | -1.4 |
| O=C(/C=C/c1ccccc1)n1cnnc1SC/C=C/c1ccccc1 | 11 | -26 | 0.2 |
| Nn1c(SCC(=O)Nc2cccnc2Cl)nnc1-c1ccccc1 | -3 | 0 | -0.3 |
| Cc1ccc(Nc2ccc3nonc3c2[N+](=O)[O-])cc1 | 64* | -7 | -1.5 |
| Cc1ccc(-n2nnnc2SCC(=O)NNC(=O)c2ccco2)cc1C | 16 | -16 | -1.8 |
| CCOC(=O)COc1cccc2c(=O)n(CC(=O)NCc3ccc4c(c3)OCO4)ccc12 | 5 | -8 | 0.5 |
| O=C(Nc1nnc(C2CC2)s1)C1Cc2ccccc2CN1S(=O)(=O)c1ccccc1F (stereo not given) | 6 | -27 | -2.0 |
| COc1ccc(OC)c(S(=O)(=O)CC(O)COc2ccccc2Cl)c1 (stereo not given) | 48 | 1 | -1.1 |
| CCOc1ccc(NC(=O)CSc2ccc3nnc(-c4ccccn4)n3n2)cc1 | 21 | -7 | -0.8 |
| S=c1[nH]nc(COc2ccc3c(c2)OCO3)n1-c1ccccc1 | 39 | 6 | 2.3 |
| O=C(CSc1nnc(-c2ccc(F)cc2)c2ccccc12)Nc1c(F)cccc1F | 30 | -35 | -0.3 |
| COc1cccc(NC(=O)CSc2ccc3nnc(CCNC(=O)c4ccccc4)n3n2)c1 | 22 | -15 | -1.0 |
| CN(C)S(=O)(=O)N1CCc2ccc(NC(=O)c3ccccc3Cl)cc2C1 | 16 | -14 | -1.3 |
| O=C(CSc1nc2ccccc2o1)Nc1ccccc1N1CCCCCC1 | 8 | -25 | -1.2 |
| CCN1CCc2c(sc(NC(=S)NC(=O)c3ccc(Cl)cc3)c2C(N)=O)C1 | 4 | -15 | -1.1 |
| Cc1ccc(OCCC(=O)NNC(=O)c2cc(C)oc2C)cc1 | 6 | -35 | -0.5 |

Marked active in OX1R antag-1, of those listed so far:
| canonical_smiles | OX1R antag-1 | OX1R antag-2 | STK33 inh |
| --- | --- | --- | --- |
| Cc1ccc(Nc2ccc3nonc3c2[N+](=O)[O-])cc1 | 64* | -7 | -1.5 |

The results go on:
| canonical_smiles | OX1R antag-1 | OX1R antag-2 | STK33 inh |
| --- | --- | --- | --- |
| O=C(/C=C/c1ccco1)c1ccc(NC(=O)C23CC4CC(CC(C4)C2)C3)cc1 | 3 | -22 | 0.7 |
| C=CCn1c(C)cc(-c2csc(NC(=O)C3=COCCO3)n2)c1C | 2 | 6 | . |
| COc1ccc(NC(=O)C(C)Oc2ccc(/C(C)=N\O)cc2)cc1 (stereo not given) | 6 | 7 | -0.4 |
| Cc1ccc2c(c1)c1ncn(Cc3ccc(F)cc3)c(=O)c1n2C | 9 | -25 | -0.2 |
| CCN(CC(=O)Nc1ccc2c(c1)OCCO2)C(=O)/C=C/c1ccc(OC)cc1OC | 13 | -27 | 0.3 |
| COc1ccc(CCNCC(O)COc2ccc(Cl)cc2)cc1OC (stereo not given) | 7 | -24 | 0.3 |
| N#Cc1cn(Cc2ccccc2)c2ccccc12 | 37 | -9 | -0.7 |
| Cc1ccc2c(CC(=O)NCC3COc4ccccc4O3)coc2c1 (stereo not given) | 20 | -16 | -1.3 |

Three compounds out of the list above, sorted by the value under OX1R antag-1, high to low.
| canonical_smiles | OX1R antag-1 | OX1R antag-2 | STK33 inh |
| --- | --- | --- | --- |
| N#Cc1cn(Cc2ccccc2)c2ccccc12 | 37 | -9 | -0.7 |
| CCN(CC(=O)Nc1ccc2c(c1)OCCO2)C(=O)/C=C/c1ccc(OC)cc1OC | 13 | -27 | 0.3 |
| COc1ccc(CCNCC(O)COc2ccc(Cl)cc2)cc1OC (stereo not given) | 7 | -24 | 0.3 |

Continued.
| canonical_smiles | OX1R antag-1 | OX1R antag-2 | STK33 inh |
| --- | --- | --- | --- |
| CCOC(=O)C1CCCN(C(=O)c2cc(S(=O)(=O)N3CCCCC3)c[nH]2)C1 (stereo not given) | 15 | -17 | -1.4 |
| COCC(=O)Nc1nc2n(n1)C(c1ccccc1Cl)CC(c1ccc(OC)cc1)N2 (stereo not given) | 1 | -11 | 0.0 |
| CCOC(=O)c1c(C)[nH]c(C(=O)Nc2ccc3c(c2)OCO3)c1C | 27 | -19 | -0.1 |
| N#CC(C(=S)Nc1ccccc1)c1nc2ccccc2[nH]1 (stereo not given) | 18 | 9 | 0.5 |
| CCOC(=O)c1c(C)n(S(=O)(=O)c2ccc(C)cc2)c2ccc(O)c(C(=O)O)c12 | 17 | -7 | -2.6 |
| COc1ccc(CC(=O)NC(C)c2nnc(SCC(=O)c3ccc(OC)cc3)n2C)cc1 (stereo not given) | 13 | -29 | 0.4 |
| Cc1ccc(C(=O)NC2CCCCC2)cc1 | 2 | -6 | -0.2 |
| Cc1ccc(C2C(C(=O)c3cccs3)=C(O)C(=O)N2c2nnc(C)s2)cc1 (stereo not given) | 1 | 9 | -1.7 |

(continued)
Sequence of screens – OX1R antag-1	OX1R antag-2	STK33 inh
COc1ccc(N2CC(C(=O)Nc3nnc(Cc4ccccc4)s3)CC2=O)cc1 (stereo not given)
    8	-15	-2.4
COCCN(CCOC)C(=O)CCn1c(=O)oc2ccccc21
    11	-1	0.4
CC(=O)Nc1ccc(NC(=O)C2CC(=O)N(C(C)C)C2)cc1 (stereo not given)
    11	-1	-1.1
CCOc1cc(/C=N/NC(=O)c2cccc(S(=O)(=O)N3CCOCC3)c2)ccc1OCC(=O)N(C)C
    10	-15	.
CCOC(=O)c1sc2nc(CC(=O)OC)nc(N(C)CCc3ccccn3)c2c1C
    21	-28	1.6
C/C(=N\NC(=O)c1n[nH]c2c1CCC2)c1ccco1
    6	-12	8.5
CC(C)c1ccc(CNCCCSc2ncccn2)cc1
    14	-1	1.1
COC(=O)C1CCN(c2cnccn2)CC1
    7	-1	0.0
C=CCn1cnc2c(c1=O)c1nc3ccccc3nc1n2-c1ccc(C)cc1
    17	-19	-1.1
Cc1ccc(N2CCN(c3ccc(C)cc3)C2c2cccnc2)cc1
    8	-10	-0.8
CCCCC(CC)C(=O)Nc1cc(C(=O)NCCC)ccc1N1CCC2(CC1)CC(c1ccccc1)=NO2 (stereo not given)
    11	-28	-2.1
Cc1c(C)c2c(OCC(=O)N[C@@H](C)C(=O)O)cc3c(c2oc1=O)CCC(C)(C)O3
    7	-6	1.0
CCCN1CCN(CCCNC(=O)Cn2nc(C)n3c(cc4cc(OC)ccc43)c2=O)CC1
    24	-3	3.4
O=C(NC(NC(=S)Nc1ccccc1O)C(Cl)(Cl)Cl)c1ccco1 (stereo not given)
    8	-17	0.5
COc1ccc(C2NC(c3ccc(OC)c(OC)c3OC)C(C)C(=O)C2C)c(OC)c1OC (stereo not given)
    8	-24	-2.3
O=C(/C=C/c1cccc([N+](=O)[O-])c1)NCCSCc1ccc(Cl)cc1
    29	-2	-0.3
CCOc1ccccc1N1CCN(S(=O)(=O)c2ccc3c4c(cccc24)C(=O)N3)CC1
    19	-41	-1.2
COC(=O)C(c1ccccc1)C1(O)CC(C)N(C)CC1C (stereo not given)
    10	3	0.2
CCC(C)NC(=O)C1CCCN(S(=O)(=O)c2ccc3c(c2)CC(C)N3C(=O)C2CC2)C1 (stereo not given)
    14	-34	-1.9
CCn1c(CSc2nc(C)cs2)nc2cc(S(=O)(=O)N(C)C)ccc21
    3	-20	0.0
COc1ccccc1N1CCN(C2CCCN(C(=O)CC(F)(F)F)C2)CC1 (stereo not given)
    11	-3	1.0
Cc1cccc(Cl)c1NC(=O)N1CCN(c2ccnc3cc(Cl)ccc23)CC1
    16	-32	0.9
CCN(c1ccccc1)S(=O)(=O)c1ccc(C(=O)NC2CCN(Cc3ccccc3)CC2)cc1
    13	11	0.1
CCN1C(=O)[C@H]2[C@H]3CN=C(SCc4ccc(C(=O)OC)cc4)N3[C@@](Cc3ccccc3)(C(=O)OC)[C@H]2C1=O
    13	-9	.
CC(c1ccccn1)N(C)C(=O)c1ccc2nc(Cc3ccccc3F)oc2c1 (stereo not given)
    8	-16	-0.7
COc1ccc(C(=O)Nc2nnc(-c3ccccc3)o2)cc1OC
    15	-7	1.6
CN(C)c1ccc(C2N3CC4(C)CN2CC(C)(C3)C4O)cc1 (stereo not given)
    13	-3	-1.2
O=C(Cc1n[nH]c(=O)c2ccccc12)NCc1ccc(Cl)cc1
    4	-12	-1.5
N#Cc1nc(Cc2cccc3ccccc23)oc1N1CCC(C(N)=O)CC1
    22	-18	-0.2
C[C@H](NC(=O)c1ncn(Cc2ccccc2)c1C(=O)N[C@@H](C)c1ccccc1)c1ccccc1
    3	-32	-0.9
CCOCCn1ccc2c(OCC(=O)Nc3cc(OC)ccc3OC)cccc2c1=O
    18	-25	-1.0
O=C(CSc1nnc(CNC(=O)c2ccco2)o1)Nc1ccccc1C(F)(F)F
    -1	-11	-1.6
COc1ccc(OC)c(S(=O)(=O)N2CCCc3ccccc32)c1
    34	-24	-1.2
CCc1nc(C(N)=O)c2[nH]c(=O)n(-c3ccccc3F)c2n1
    -1	3	-0.9
Cn1c(/C(C#N)=C(\O)c2cc(Cl)sc2Cl)nc2ccccc21
    17	-14	-1.8
CC(CNc1ccc([N+](=O)[O-])c2cccnc12)Nc1c([N+](=O)[O-])cc(C(F)(F)F)cc1[N+](=O)[O-] (stereo not given)
    9	0	-0.7
CC(=O)c1ccc(NC(=O)CSc2nc3ccccc3c(=O)n2CCCN2CCOCC2)cc1
    4	-21	-0.2
